CHRM1 PAM: human CHRM1 positive allosteric modulation. 360,000 tested, 0.088% active. P11229. activation, % at 3 µM. CHO-K1 hM1, Fluo-8 calcium fluorescence, ACh EC20; 0% = ACh EC20, 100% = maximal ACh. AID 588819; in the data active = activation above about 19%, passing the limit was not always enough
Target sequence (P11229 whole entry, looked up): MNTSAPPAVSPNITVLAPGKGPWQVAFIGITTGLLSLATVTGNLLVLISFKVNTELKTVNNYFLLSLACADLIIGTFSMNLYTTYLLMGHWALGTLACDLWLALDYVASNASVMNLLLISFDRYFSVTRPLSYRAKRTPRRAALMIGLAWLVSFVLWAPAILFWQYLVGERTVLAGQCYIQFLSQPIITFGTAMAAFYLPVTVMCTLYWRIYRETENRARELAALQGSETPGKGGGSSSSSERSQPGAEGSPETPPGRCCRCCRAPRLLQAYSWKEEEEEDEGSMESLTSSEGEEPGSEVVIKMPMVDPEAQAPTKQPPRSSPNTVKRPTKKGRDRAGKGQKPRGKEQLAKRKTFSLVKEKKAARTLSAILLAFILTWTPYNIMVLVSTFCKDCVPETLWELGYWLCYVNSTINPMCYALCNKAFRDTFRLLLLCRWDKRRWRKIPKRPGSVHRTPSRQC
M1 antag: human CHRM1 antagonism; CHO-K1 hM1, Fluo-8 calcium fluorescence, ACh EC80 antagonist; P11229; 360,000 tested, 1.3% active; AID 588852; inhibition, % at 3 µM;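 active = percent inhibition above its own plate's cutoff, namely the mean of that plate's compound wells plus 3 SD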;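 also: peak over basal fluorescence ratio during 140 s after agonist addition; 0% = ACh EC80 plus DMSO and 100% = DMSO alone without agonist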
CHO parental Ca: signal in parental CHO cells, OX1R antagonist counter-screen. parental CHO-K1, ATP-induced calcium, Fluo-8 fluorescence. inhibition, % at 5.6 µM. 330,000 tested, 0.63% active. AID 463079;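 active = inhibition above that plate's mean sample inhibition plus 3 SD, cut at about 26% in these data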;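 also: 0% = ATP-challenged DMSO wells and 100% = DMSO wells without ATP; some compounds past the cut are filed as inactive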
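Material: parental CHO cells / Compound: single nominal dose of 5.6 µM per compound / Signal: Fluo-8 fluorescence / Replicates: singlicate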
M1 ag: activates human CHRM1 receptor; P11229; CHO-K1 hM1, Fluo-8 calcium fluorescence, agonist mode; 0% DMSO, 100% acetylcholine EC100; activation, % at 3 µM; 360,000 tested, 0.33% active;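 active = activation above the run's mean compound activation plus 3 SD, cut at about 16% in these data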;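 also: peak over basal fluorescence ratio within a 140 s kinetic read after compound addition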
CHRM4 antagonist: CHRM4 antagonism in calcium assay | P08173 | CHO-hM4 cells, ACh EC80, Fluo-8 calcium fluorescence | inhibition, % at 3 µM | 360,000 tested, 0.73% active | AID 624125;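 active = inhibition above its plate's cutoff, the mean inhibition of sample wells plus 3 SD, cut at about 27% in these data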;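 also: 0% = acetylcholine EC80 with DMSO and 100% = DMSO without agonist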
Target sequence (P08173 whole entry, looked up): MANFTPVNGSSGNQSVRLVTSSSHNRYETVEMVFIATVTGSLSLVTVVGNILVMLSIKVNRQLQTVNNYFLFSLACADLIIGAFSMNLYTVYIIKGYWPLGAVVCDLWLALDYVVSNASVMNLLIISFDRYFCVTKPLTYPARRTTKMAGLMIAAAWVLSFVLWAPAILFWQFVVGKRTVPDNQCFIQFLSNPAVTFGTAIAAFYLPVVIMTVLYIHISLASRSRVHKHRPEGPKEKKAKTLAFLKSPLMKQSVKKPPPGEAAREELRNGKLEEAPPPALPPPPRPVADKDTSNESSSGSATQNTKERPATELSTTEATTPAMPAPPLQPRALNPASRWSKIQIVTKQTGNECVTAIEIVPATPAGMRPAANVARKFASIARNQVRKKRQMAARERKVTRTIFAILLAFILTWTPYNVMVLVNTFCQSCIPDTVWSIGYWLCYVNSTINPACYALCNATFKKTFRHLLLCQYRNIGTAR
M4 ag: agonists of human muscarinic M4 receptor (CHRM4) | AID 624127 | CHO-K1 hM4/Gqi5, Fluo-8 calcium fluorescence; vehicle 0%, full acetylcholine response 100% | activation, % at 3 µM | 360,000 tested, 0.14% active;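 active = activation above the run mean over all test wells plus 3 SD, cut at about 32% in these data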;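 also: peak over basal fluorescence ratio per well then scaled between controls; 0% = DMSO wells and 100% = acetylcholine at EC100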
CHO-K1 Ca ag: nonselective activator or artifact in parental CHO-K1 cells. activation, % at 3 µM. 360,000 tested, 0.48% active. Fluo-8 calcium fluorescence; scaled to maximal ATP response, vehicle zero; in the data active = activation above about 15%;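 also: untransfected CHO-K1 host cells lacking M1 receptor as counterscreen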
CHO-K1 Ca antag: M1 antagonist counterscreen hit in parental CHO-K1 cells. ATP-induced calcium, Fluo-8 fluorescence. inhibition, % at 3 µM. 360,000 tested, 0.6% active. AID 602250;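 active = inhibition above a per-plate cutoff, the plate's mean sample inhibition plus 3 SD, cut at about 24% in these data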;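 also: 0% = DMSO plus EC80 ATP and 100% = DMSO alone without ATP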
OXTR potentiate: potentiates the human oxytocin receptor response | 320,000 tested, 0.061% active | P30559 | activation, % at 3 µM | AID 2445 | CHO-OTR cells, Fluo-8 calcium fluorescence, potentiator mode; 0% = oxytocin EC15, 100% = EC100;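 active = activation above that plate's cutoff, the mean activation of tested compounds plus 3 SD, cut at about 6.6% in these data, passing the limit was not always enough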;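 also: 100% uses oxytocin at 75 nM as the full agonist control; some results filed as inactive read as strong as hits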
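Material: human OTR in CHO cells. Compound: 3.0 µM, one dose. Timing: compound 6 min at room temperature before oxytocin, 100 s read. Evaluation: % activation of max/min ratio relative to oxytocin controls. Replication: single well per compound, singlicate. Signal: Fluo-8 calcium dye fluorescence.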
Active calls of the source: *; x = not tested or not shown.

smiles,CHO parental Ca,M1 antag,M4 ag,OXTR potentiate,CHO-K1 Ca ag,M1 ag,CHRM1 PAM,CHO-K1 Ca antag,CHRM4 antagonist
Cc1cn(C2CC(O)C(CO)O2)c(=O)n(Cc2ccccc2)c1=O (stereo not given),x,-5,0,x,0.8,-1,0,-4,-4
CCCC(c1nnnn1Cc1cccs1)N1CCN(c2nc3ccccc3s2)CC1 (stereo not given),-19,-11,1,-7,0.5,-6,-13,-1,15
N#CCCC(C#N)(c1cccnc1)N1CCOCC1 (stereo not given),x,-4,x,x,-0.2,-4,5,-11,-2
O=C(CNC(=O)C1COc2ccccc2O1)N/N=C\c1ccc(Br)cc1 (stereo not given),-12,-5,3,-2,0.0,0,15,-11,1
CCOC(=O)C1=C(C)OC(N)=C(C#N)C1c1ccccc1 (stereo not given),-17,-6,1,-9,0.4,-2,8,-12,-6
CC(C)(C)C1(O)CC(C(F)(F)F)=NN1C(=O)CCCc1ccccc1 (stereo not given),-30,-4,1,-25,0.1,-6,-2,-1,-13
O=C(NCc1ccccn1)c1cn(Cc2ccccc2)nn1,-7,-2,0,-9,0.8,-3,1,-7,-2
CC[C@@H](C)[C@@H](CO)NC(=O)[C@H]1O[C@@H](n2cnc3c(N)ncnc32)[C@H](O)[C@@H]1O,x,-30,0,x,0.7,-2,6,-15,1
COc1ccc(OCCN2C(=O)c3ccccc3C2=O)c([N+](=O)[O-])c1,-3,-12,6,-7,1.3,-1,13,8,2
CCC(C)(C)n1nnnc1C(c1ccc(O)cc1)N1CCc2ccccc2C1 (stereo not given),5,5,0,-12,0.2,-8,0,-9,-11
O=C(CCc1ccccn1)N1CCCC(N2CCN(c3ccc(F)cc3)CC2)C1 (stereo not given),x,-9,1,x,0.4,-6,3,-5,2
Cc1ccccc1CN(c1ccc(C(=O)N2CCN(C)CC2)cc1)S(C)(=O)=O,-5,-7,2,-3,0.6,-8,9,-11,-19
Cn1c(Cl)c(/C=N/OC(=O)c2ccc(Cl)cc2)c2ccccc21,-21,8,0,0,0.1,-2,-9,5,10
Cc1ccc(C(=O)N/C(=C\c2cccs2)C(=O)NCc2ccncc2)cc1,-7,-13,0,4,0.2,-3,7,-23,-7
Cc1cccc(COCC(Cc2ccccc2)N2CCN(C(=O)c3ccc(C(F)(F)F)cc3)CCC2=O)c1 (stereo not given),-19,-5,11,-8,1.9,-1,1,-21,-7

(next part)
smiles,CHO parental Ca,M1 antag,M4 ag,OXTR potentiate,CHO-K1 Ca ag,M1 ag,CHRM1 PAM,CHO-K1 Ca antag,CHRM4 antagonist
CO/N=C/NC(=O)c1c(OC)ccnc1Oc1ccc(Cl)cc1,-18,-2,2,3,0.5,-1,-2,-26,-10
Cc1cc(F)ccc1N1CCC(N2CCN(CCC(C)C)C(CCO)C2)CC1 (stereo not given),-27,4,3,-14,2.9,-7,-2,-7,-8
N#CCSc1nccc(-c2cc(Cl)sc2Cl)n1,-3,-16,-1,-11,0.1,-4,8,-5,6
CCC(C)NC(=O)Cn1ccc2cc(S(=O)(=O)N3CCCCCC3)ccc21 (stereo not given),-17,-9,2,-2,2.6,-1,6,-3,9
Cc1ccccc1NC(=O)CSc1nnnn1C,4,-8,0,-6,-0.2,-2,9,2,-4
CCOC(=O)C1(CCc2ccccc2)CCN(C(=O)c2ccoc2)CC1,-24,4,1,-9,0.5,-5,-2,7,2
N#CC1=C(N)OC2=C(C(=O)CC(c3ccccc3)C2)C1c1cccnc1 (stereo not given),-2,0,1,-2,0.0,-13,3,4,8
CCCn1nnc(NC(=S)NC(=O)c2ccc(-c3ccc(Br)cc3)o2)n1,-22,1,0,-6,0.0,-4,-1,-3,-8
COc1ccc(CNC(=O)c2c(O)c3cc(OC)c(OC)cc3[nH]c2=O)cc1OC,x,-5,0,x,0.2,-1,8,-6,1
CCCOc1ccc(Cn2c(O)cc(=O)[nH]c2=O)cc1,-20,-11,0,-24,0.0,-2,8,-1,18
Cc1cc(C)cc(OCC(=O)NN2C(=O)c3ccccc3C2=O)c1,-5,-3,0,4,-0.5,-6,6,2,-2
CCc1cc(C(=O)c2ccc(OC)cc2)c(NC(=O)CN2CCCC2)s1,-11,-11,-2,0,-0.2,-4,1,-7,0
N=c1c2c3c(sc2ncn1CCCO)CCCC3,-10,0,1,1,0.3,-5,6,-11,-5
COc1ccc(OC)c(NC(=O)C2(C)CCN2C(=O)CC2CC2)c1 (stereo not given),x,-8,1,x,0.3,0,4,-8,0
COc1cccc(C(=O)OCCN2CCOCC2)c1,3,-4,1,1,0.4,-10,12,-7,-13

Later entries.
smiles,CHO parental Ca,M1 antag,M4 ag,OXTR potentiate,CHO-K1 Ca ag,M1 ag,CHRM1 PAM,CHO-K1 Ca antag,CHRM4 antagonist
COc1ccc2ccc(O)c(CN3CCN(S(=O)(=O)c4cc([N+](=O)[O-])ccc4C)CC3)c2c1,-17,5,3,-5,0.1,-3,1,-10,8
O=C(O)CC(CC(=O)Nc1ccc(C(=O)O)cc1)c1ccccc1 (stereo not given),-4,-19,0,-3,3.2,-2,9,-4,-4
COc1cc(S(=O)(=O)N2CCN(C(=O)c3cccs3)CC2)ccc1NC(C)=O,x,-11,0,x,0.0,-2,4,-3,9
O=C(Nc1cccc(Oc2ccccc2)c1)C1Cc2c(-c3ccccc3)ccnc2O1 (stereo not given),x,-19,-1,x,1.2,-4,10,-8,-8
CCC(=O)Nc1ccc2nc(SCC(=O)N3CCOCC3)sc2c1,8,-14,2,-1,-0.1,-6,9,4,-10
O=C(NCCCN1CCCC1=O)C(=O)NCC1OCCN1S(=O)(=O)c1ccc(Br)cc1 (stereo not given),-26,-12,1,-2,-0.2,-4,14,4,5
COc1ccc(NC(=O)C2CCCNC2=O)cc1 (stereo not given),x,14,0,x,0.3,-4,-6,3,9
CC1Sc2ccc(S(=O)(=O)CCC(=O)N(C)Cc3ccco3)cc2NC1=O (stereo not given),1,3,3,-2,2.2,-2,1,-13,8
O=C(NN1C(=O)/C(=C/c2ccc(O)cc2)SC1=S)c1ccccc1O,15,14,21,-19,4.7,11,-2,-6,3
CC(=O)N1CCCc2cc(S(=O)(=O)N(C)CC(=O)Nc3ccccc3)ccc21,x,-10,6,x,2.3,1,-2,-8,-7
CC(=O)N1c2ccc(S(=O)(=O)N3CCC(C(=O)NCc4ccccc4)CC3)cc2CC1C (stereo not given),-7,12,3,-5,2.0,-3,-7,-2,-9
Cc1onc(-c2ccccc2Cl)c1C(=O)N1CCN(C=O)CC1,-14,-12,2,-13,1.1,-1,-5,1,-1
CCN1CCN(CCC(=O)Nc2ccccc2)CC1,x,-21,1,x,-0.4,1,21,8,-3
CCOC(=O)CN1CC23C=CC(O2)C(C(=O)NCCc2ccccc2)C3C1=O (stereo not given),-6,-13,0,-2,-0.1,-4,5,7,-6
COc1cc(C(=O)Nc2nnc(C3=COCCO3)o2)cc(OC)c1OC,-16,-14,1,-1,2.0,-2,9,-5,-5

Reprinted from the listing (11 entries):
smiles,CHO parental Ca,M1 antag,M4 ag,OXTR potentiate,CHO-K1 Ca ag,M1 ag,CHRM1 PAM,CHO-K1 Ca antag,CHRM4 antagonist
COc1ccc2ccc(O)c(CN3CCN(S(=O)(=O)c4cc([N+](=O)[O-])ccc4C)CC3)c2c1,-17,5,3,-5,0.1,-3,1,-10,8
O=C(O)CC(CC(=O)Nc1ccc(C(=O)O)cc1)c1ccccc1 (stereo not given),-4,-19,0,-3,3.2,-2,9,-4,-4
COc1cc(S(=O)(=O)N2CCN(C(=O)c3cccs3)CC2)ccc1NC(C)=O,x,-11,0,x,0.0,-2,4,-3,9
O=C(Nc1cccc(Oc2ccccc2)c1)C1Cc2c(-c3ccccc3)ccnc2O1 (stereo not given),x,-19,-1,x,1.2,-4,10,-8,-8
CCC(=O)Nc1ccc2nc(SCC(=O)N3CCOCC3)sc2c1,8,-14,2,-1,-0.1,-6,9,4,-10
O=C(NCCCN1CCCC1=O)C(=O)NCC1OCCN1S(=O)(=O)c1ccc(Br)cc1 (stereo not given),-26,-12,1,-2,-0.2,-4,14,4,5
COc1ccc(NC(=O)C2CCCNC2=O)cc1 (stereo not given),x,14,0,x,0.3,-4,-6,3,9
CC1Sc2ccc(S(=O)(=O)CCC(=O)N(C)Cc3ccco3)cc2NC1=O (stereo not given),1,3,3,-2,2.2,-2,1,-13,8
O=C(NN1C(=O)/C(=C/c2ccc(O)cc2)SC1=S)c1ccccc1O,15,14,21,-19,4.7,11,-2,-6,3
CC(=O)N1CCCc2cc(S(=O)(=O)N(C)CC(=O)Nc3ccccc3)ccc21,x,-10,6,x,2.3,1,-2,-8,-7
CC(=O)N1c2ccc(S(=O)(=O)N3CCC(C(=O)NCc4ccccc4)CC3)cc2CC1C (stereo not given),-7,12,3,-5,2.0,-3,-7,-2,-9

Other compounds follow.
smiles,CHO parental Ca,M1 antag,M4 ag,OXTR potentiate,CHO-K1 Ca ag,M1 ag,CHRM1 PAM,CHO-K1 Ca antag,CHRM4 antagonist
CN(C(=O)c1ccc2c(c1)OCO2)C1(C(=O)NC2CCCC2)CCCCC1,-14,-12,0,-6,0.1,-3,5,-9,-1
O=C(Nc1ccccc1N1CCCCC1)c1ncoc1-c1cccc(F)c1,-10,-3,0,-9,0.0,-1,11,-9,3
O=C(CNC(=O)c1ccc2c(c1)OCCO2)N/N=C/c1ccc(Cl)cc1,-17,2,1,-2,0.1,-10,-4,-5,-4
CC[C@]12c3[nH]c4cc(CCC(=O)N(C)C)ccc4c3CCN1C(=O)[C@@H](CC(=O)NCc1ccco1)C[C@@H]2C(=O)N1CCN(C(=O)c2ccco2)CC1,-6,-23,x,x,0.4,-8,12,-7,-15
COCCn1c(SCC(=O)NCc2ccccc2)nnc1-c1ccco1,-12,-9,0,-11,-0.1,-4,8,-9,-17

Bioassay records (PubChem)
